PriA SSB inh = K. pneumoniae PriA-SSBct interaction inhibition; inhibition, % at 33 µM; 0.6% of 430,000 active; AID 1272365; AlphaScreen SSBct-PriA binding, biotinylated peptide; in the data active = inhibition mostly above about 37%, no sharp cut-off; inactive = mostly below about 20%;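 note: plate controls were negative control peptide for no effect and reference peptide for full effect; strong numbers were not always called active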
* marks the source's active call; other numbers are inactive results; & = joins results of further samples. An excerpt. The share of hits here may be higher or lower than overall.

SMILES,PriA SSB inh
Cc1cc(=O)n2c(-c3ccc(NS(=O)(=O)c4cccnc4)cc3)csc2n1,-1
O=C(Cn1nc(-c2cccs2)c2sc(N3CCOCC3)nc2c1=O)OCc1ccccc1,9
CCC(=NN=C(CC)c1ccc(O)cc1)c1ccc(O)cc1,0
O=C(O)c1cn[nH]c1S(=O)(=O)NCCc1cccs1,-5
COc1cccc(C(=O)Nc2ccc(Cl)cc2C(=O)c2ccccc2)c1,1
Cc1cccc(C(=O)ON=C2CCCc3ccccc32)c1,-4
COc1cccc(C(=O)N2CCN(CCn3ccnc3-c3ccccc3)CC2)c1OC,-5
CCOC(=O)CC(=O)CSc1ccc2nnc(-c3cccs3)n2n1,2
Cc1cccc(NC(=O)N2CCN(c3ccc4nnc(-c5ccco5)n4n3)CC2)c1C,0
COc1ncc(NC(=O)Nc2ccc3c(c2)OCCO3)c(N2CCOCC2)n1,-14
CC(C)(C)c1ccc(NC(=O)Nc2cnc3ccnn3c2)cc1,-8
O=C(CSc1ncnc2c1cnn2-c1cccc(Cl)c1)Nc1ccccc1C(F)(F)F,-9

Next part, starting with the last 4 of the part before.
SMILES,PriA SSB inh
Cc1cccc(NC(=O)N2CCN(c3ccc4nnc(-c5ccco5)n4n3)CC2)c1C,0
COc1ncc(NC(=O)Nc2ccc3c(c2)OCCO3)c(N2CCOCC2)n1,-14
CC(C)(C)c1ccc(NC(=O)Nc2cnc3ccnn3c2)cc1,-8
O=C(CSc1ncnc2c1cnn2-c1cccc(Cl)c1)Nc1ccccc1C(F)(F)F,-9
O=C(Oc1ccccc1C=Nc1cccc2ccccc12)c1cc([N+](=O)[O-])cc([N+](=O)[O-])c1,9
O=C1CCSCC(C(=O)NCc2cccs2)N1 (stereo not drawn),-25
CCN(CC)c1ccc(C=Nn2c(-c3ccccc3Br)n[nH]c2=S)cc1,2
COC(=O)c1scc(C#N)c1NN=C(C#N)S(=O)(=O)c1ccc(Cl)cc1,1
N#CC(=NNc1ccccc1F)C(=N)N1CCCCC1,2
O=C(NCCc1csc2nc(-c3ccccc3F)nn12)c1cc2ccccc2oc1=O,1
NC1CNC(=O)C1 (stereo not drawn),23
CC(=O)c1cccc(NC(=O)CSc2nc3c(c(=O)[nH]2)CN(Cc2ccc(F)cc2)CC3)c1,-5
O=C(Cn1nc(C2CC2)c2cnn(-c3ccccc3)c2c1=O)N1CCOCC1,11
COc1cccc(C(=O)NN=C/C(Br)=C/c2ccccc2)c1,-13
COc1cccc(NC(=O)NCc2cccc(Oc3ccc(F)cc3)c2)c1OC,5
CN(C)c1cccc(C(=O)N2CCc3nc(NC(=O)NC4CCCC4)sc3C2)c1,-13
COc1ccc(NC(=O)c2cc3ccc(O)cc3oc2=NO)cc1,11
C=CCN=c1scc(-c2ccccc2)n1N=Cc1ccccn1,46*
COc1ccc(OC)c2c1sc(=NC(=O)c1ccc(S(=O)(=O)N(C)C)cc1)n2C,0
O=C(CNc1ccc2ccccc2c1)NN=Cc1ccncc1,24
CC(C)CNC(=O)c1sccc1S(=O)(=O)N1CCN(c2ccccc2)CC1,7
COc1ccc(CN2CCN(c3ncnc4scc(-c5ccc(F)cc5)c34)CC2)cc1F,4
CCOc1ccc(C(=O)NC(C)C(c2cccs2)N2CCOCC2)cc1 (stereo not drawn),-3
O=C(NN=Cc1ccc(Sc2ccccn2)o1)c1cccc(Br)c1,-9
O=C(CSc1ncnc2scc(-c3ccc(Cl)cc3)c12)N1CCCCCC1,0
Cn1cc(OCc2ccc(F)cc2)c(=O)cc1C(=O)N1CCc2ccccc21,-20
N#Cc1c(N=Cc2ccco2)sc2c1CCCCC2,21
CCn1nccc1C(=O)N(Cc1ccccc1)c1nc2c(F)cc(F)cc2s1,-12
CCC(=O)N1CCCc2ccc(NC(=O)OC)cc21,14
O=C(C1CC1)N(Cc1cccnc1)c1nc2c(C(F)(F)F)cccc2s1,-9
O=C(c1ccco1)N1CCCc2ccc(NS(=O)(=O)c3ccc4c(c3)OCCO4)cc21,-8
O=C(NN=Cc1c(F)c(F)c(F)c(F)c1F)c1ccc(-c2ccccc2)cc1,5
COc1ccc2sc(N(Cc3ccccc3)C(=O)COc3ccccc3)nc2c1,-10
O=C(NC[C@H](O)c1ccc2c(c1)CCO2)C(=O)NC1CC1,-8
O=C(NCCc1ccoc1)C(=O)Nc1ccccc1Cl,6
O=C(CSc1ncnc2sc3c(c12)CCCCC3)c1ccc(Oc2ccccc2)cc1,-5
O=C(Nc1ccc(OC(F)F)cc1)c1cccs1,-17
CS(=O)(=O)c1nc2ccccc2n1CC(=O)N1CCCC1,-9
COc1ccccc1NS(=O)(=O)c1cc([N+](=O)[O-])ccc1NN=Cc1c(C)[nH]c2ccccc12,14
O=C(NCCn1ncc2c(N3CCCC3)ncnc21)c1c(F)cccc1Cl,2
COc1ccc(-c2c[nH]c(=S)n2C)cc1,-3
O=C(NCc1cnn2c1CCCC2)c1ccccc1Br,-14
CC1(C)CC(=O)C(C=Nc2ccc(Cl)cc2C(F)(F)F)=C(O)C1,-27&1
O=S(=O)(NCCOc1cccc(C(F)(F)F)c1)c1cccs1,-24
Cc1cc2ccccc2n1CCNC(=O)NC1CC(=O)N(c2ccc3c(c2)OCCO3)C1 (stereo not drawn),-1
CC(=O)C(C=Nc1cc(-c2ccc(C)cc2)nn1-c1ccccc1)=C(C)O,0
Cc1ccc(S(=O)(=O)N2CCC[C@H](C(=O)Nc3ccc(Cl)cc3)C2)cc1,-7
COc1cccc(C2CC(c3ccc(C)cc3)=NN2C(=O)C(F)(F)F)c1OC (stereo not drawn),-6
CC(=NNC(=O)OC(C)(C)C)c1ccco1,11
CCCCOc1ccc(NC(=O)N(Cc2ccsc2)Cc2ccco2)cc1,-3
O=C(c1ccccc1Cl)N(Cc1ccccn1)c1nc2c(F)cccc2s1,-4
CN(C)C1CCCCC1NS(=O)(=O)c1ccc(Cl)cc1 (stereo not drawn),-4
O=C(NN=Cc1cccc(O)c1)c1ccc(NC(=O)C2CCCCC2)cc1,-8
COc1cc(C=NNC(=O)c2ccc(C)nc2)ccc1OC(=O)c1ccco1,-17
CN1C(=O)C(C)(C)COc2cc(NC(=O)Nc3cccc(Cl)c3)ccc21,-16
O=C(Nc1ccccc1-c1cn2ccsc2n1)c1ccc2nsnc2c1,0
CC(=O)N1N=C(c2cccc(NS(C)(=O)=O)c2)CC1c1ccc(Cl)o1 (stereo not drawn),17
COc1ccc(Cl)cc1S(=O)(=O)NCC[C@@H](CCO)c1ccccc1,-6
O=C(c1cccs1)N1CCc2ccc(NS(=O)(=O)c3ccc4ccccc4c3)cc2C1,-10
O=C(NCC(c1ccsc1)N1CCCC1)Nc1ccccc1 (stereo not drawn),-2
CC(=O)N1CCc2c(sc(NC(=O)COc3ccc(Cl)cc3Cl)c2C#N)C1,2
CCn1c(SCC(=O)NCCc2ccc(OC)c(OC)c2)nc2sc3c(c2c1=O)CCC3,-17
Cc1ccc(Cn2cc(C(=O)NNC(=O)Nc3cccc(C)c3)ccc2=O)cc1,-10
COc1ccc(NC(=O)C(=O)NCC(c2ccsc2)N2CCc3ccccc3C2)cc1OC (stereo not drawn),-4

Next section:
SMILES,PriA SSB inh
O=C(NCc1ccc(F)cc1)C(=O)N1CCN(C(c2ccccc2)c2ccccc2)CC1,-7&-5
CC(C)(C)c1ccc(C(=O)NCc2nnc(SCC(=O)N3CCN(c4ccccc4)CC3)o2)cc1,4
Cc1sc2nc(SCCCC(=O)NCCCO)nc(N)c2c1C,-16
O=C(COc1ccc(Cl)cc1Cl)NC[C@@](O)(c1cccs1)C1CC1,-14
O=C(CCS(=O)(=O)c1ccc(Cl)cc1)Nc1nnc(-c2ccc(Br)cc2)o1,2
O=c1c2c(-c3ccccc3)csc2ncn1N=Cc1cccc([N+](=O)[O-])c1O,7
Cc1cc(N(C)C)nc(NCCNC(=O)COc2ccc(Cl)cc2)n1,-10
CC(CCc1nc2ccccc2s1)OC(=O)c1cc([N+](=O)[O-])cc([N+](=O)[O-])c1 (stereo not drawn),29
Cc1cccc(NC(=O)/C=C/c2ccc(-c3ccccc3)o2)c1,-28
Cc1c(Cl)ccc2sc(N3CCN(c4ccccc4)CC3)nc12,-8&-5
CCOc1ccc(NC(=O)Cn2cnc3c(cnn3C3CCS(=O)(=O)C3)c2=O)cc1 (stereo not drawn),-19
COc1ccc2nc(N=Nc3c(C)[nH]n(-c4ccccc4)c3=O)sc2c1,5
CC1CC(=NNc2ccc(S(N)(=O)=O)cc2[N+](=O)[O-])CC(C)(C)C1 (stereo not drawn),52*
COc1ccc2cc(C(=O)NC[C@H](OC)c3ccc(C)s3)[nH]c2c1,-9
CN(CC1Cc2ccccc2CO1)S(=O)(=O)c1cccnc1 (stereo not drawn),-14
CCN(CC)S(=O)(=O)c1ccc(NN=C(C)c2ccncc2)nc1,4
CC1SC(=N)N(c2ncc(Cc3cccc(Cl)c3)s2)C1=O (stereo not drawn),19
O=C(Cn1ccn2nc(-c3ccc(Cl)cc3)cc2c1=O)Nc1cc(C(F)(F)F)ccc1Cl,-16&-8
CC(C)n1nccc1-c1nnc(NC(=O)C2CCCCC2)o1,-19
O=C(c1ccc(-c2cccs2)cc1)N1CC(N2C(=O)C3CC=CCC3C2=O)C1 (stereo not drawn),-8
O=S(=O)(NCCc1csc(-n2cccn2)n1)c1cccnc1,-5
Cc1nc(SCC(=O)c2ccc(F)cc2)c2cc(-c3ccccc3)sc2n1,-12
CC1CNC(=CC(=O)c2ccc(Br)cc2)C(=O)N1 (stereo not drawn),-6
CCOc1ccccc1C(=O)N1CCN(c2ccccn2)CC1,52
COc1cccc(N2C(=O)CN(Cc3ccc4c(c3)OCO4)C3CS(=O)(=O)CC32)c1 (stereo not drawn),-13
O=C(CCCC(=O)N1CC[C@H](S(=O)(=O)c2ccc(Cl)cc2)C1)c1ccccc1,3
NC(=O)c1cc(C2CCCCN2C(=O)c2ccc3nsnc3c2)[nH]n1 (stereo not drawn),-11
CCCCC1SC(=N)NC1=O (stereo not drawn),-4
COc1ccccc1[C@@H](O)Cn1cc(C(=O)N2CCN(c3cccc(C)c3C)CC2)nn1,3
COc1cccc2cc(C(=O)NC[C@@](O)(c3ccccc3)C3CC3)oc12,-8
Cc1ccc(-c2nc(SCC(=O)N3CCCC3)c3c(=O)n(C)c(=O)n(C)c3n2)cc1,-8
CCc1ccc(S(=O)(=O)NCCCn2nc(-c3ccc(Cl)cc3)ccc2=O)s1,-6
O=C(NCc1nn(C2CCCC2)c(=O)c2ccccc12)c1ccoc1,-8
O=C(COc1ccc(Cl)cc1)NN=Cc1cccc2cccnc12,-4
CCn1cc(Cl)c(C(=O)N2CCC(n3c(=O)[nH]c4ccc(F)cc4c3=O)CC2)n1,-22
CCOC(=O)c1c(-c2ccc(C)cc2)csc1NC(=O)CCSc1nnc2scc(-c3ccc(Cl)cc3)n12,-5

Shown field by field: entries from further up
CCCCC1SC(=N)NC1=O (stereo not drawn)
  PriA SSB inh = -4
COc1ccccc1[C@@H](O)Cn1cc(C(=O)N2CCN(c3cccc(C)c3C)CC2)nn1
  PriA SSB inh = 3
COc1cccc2cc(C(=O)NC[C@@](O)(c3ccccc3)C3CC3)oc12
  PriA SSB inh = -8
Cc1ccc(-c2nc(SCC(=O)N3CCCC3)c3c(=O)n(C)c(=O)n(C)c3n2)cc1
  PriA SSB inh = -8

(cont.)
SMILES,PriA SSB inh
Cc1cc(C)c(S(=O)(=O)N2CCC[C@@H]2CNC(=O)c2ccc3c(c2)OCO3)c(C)c1,1
CCc1ccc(OC[C@H]2c3cc(OC)c(OC)cc3CCN2C(=O)COc2ccc(Cl)cc2)cc1,-12
CCCn1c(C(=O)N2CC(S(=O)(=O)Cc3ccco3)C2)cc2c(=O)n(C)c(=O)n(C)c21,5
O=C(CNc1cccc2ccccc12)NN=Cc1ccc(OC(=O)/C=C/c2ccco2)cc1,13
O=S(=O)(Nc1ccc2c(c1)CN(S(=O)(=O)c1ccccc1)CC2)c1cccc(F)c1,-4
O=C(Nc1nnc(-c2cc(Cl)sc2Cl)o1)c1ccc2ncsc2c1,1
CCOC(=O)c1ccc(NC(=O)C(Br)C(Br)c2ccccc2)cc1 (stereo not drawn),2
CCOc1cc(C(=O)NN=C(C)Cc2ccc(OC)cc2)cc(OCC)c1OCC,-7
C=CCn1c(=S)[nH]c2cc(C(=O)NCCSCc3ccccc3)ccc2c1=O,4
O=C(Nc1ccc(Cl)c2ncsc12)c1cc2ccccc2oc1=O,-7
CS(=O)(=O)c1ccc(CCC(=O)NCc2ccccc2-c2ccsc2)cc1,-11
O=C(c1ccccc1)N1CCc2ccc(NS(=O)(=O)c3ccc(F)cc3F)cc2C1,-15
CCOc1ccc(-c2nn(-c3ccccc3)cc2/C=C2\SC(=N)NC2=O)cc1C,-1
CCOc1ccccc1NC(=O)NC[C@@](C)(O)Cc1ccco1,-8
COc1ccc(-c2nnc3ccc(OCCNC(=O)CC(C)(C)C)nn23)cc1OC,-32
CC1=CC(=NNC(=S)NCCc2ccccc2)CC(C)(C)C1,15
Nc1c(S(=O)(=O)c2cccs2)c2nc3ccccc3nc2n1/N=C\c1ccncc1,11
COc1ccc(C=NNc2ncnc3sc4c(c23)CCCC4)cc1OC,-2
Cc1cccc(NC(=O)CSc2ncc(S(=O)(=O)c3cccc(C(F)(F)F)c3)c(=O)[nH]2)c1C,-5
